# mIAP activ: activators of mouse IAP, primary screen, biochemical, luminescence, uHTS; intestinal alkaline phosphatase [Mus musculus]; muIAP, CDP-Star luminescence, 30 min; stronger effect = higher value; 1 = vehicle-only enzyme signal, 0 = enzyme-free wells; activation factor at 10 µM; 0.24% of 330,000 active; AID 2805, 2010;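 active = activation factor of at least 2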; note: the source names both 10 and 20 µM as test concentration; values of inactives mirror those of a sister screen read the other way
#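 System: Mouse IAP enzyme | Also added: CDP-Star substrate | Dosing: Compounds dispensed in DMSO | Schedule: 30 min enzyme-substrate-compound incubation at room temperature | Technique: Chemiluminescence readout | Control set: DMSO-only wells and no-enzyme negative control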
# A3G deaminase: APOBEC3G DNA deaminase inhibitors, primary screen, biochemical, fluorescence, single-stranded DNA substrate, uHTS; inhibition, % at 20 µM; recombinant A3G, ssDNA deamination FAM/TAMRA fluorescence; 0.28% of 330,000 active; DNA dC->dU-editing enzyme APOBEC-3G (Homo sapiens), Q9HC16;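 active = inhibition of at least 40% at 20 µM, with no more than 30% in the related APOBEC3A deaminase screen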;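 note: plate controls were DMSO wells with A3G for no effect and wells lacking A3G enzyme for full effect; some compounds called inactive have numbers as strong as hits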
# A3A deaminase: APOBEC3A ssDNA deaminase inhibitors, primary screen, selectivity assay for APOBEC3G inhibitor project, biochemical, FAM/TAMRA oligo cleavage fluorescence. DNA dC->dU-editing enzyme APOBEC-3A (Homo sapiens), P31941. recombinant A3A, FAM/TAMRA ssDNA deamination fluorescence. inhibition, % at 20 µM. 0.41% of 330,000 active;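 active = at least 40% inhibition at 20 µM here, with at most 30% in a related deaminase screen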;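 note: plate controls were A3A with DMSO for no effect and wells lacking A3A enzyme for full effect; some results filed as inactive read as strong as hits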
# Target sequence (P31941 whole entry, looked up): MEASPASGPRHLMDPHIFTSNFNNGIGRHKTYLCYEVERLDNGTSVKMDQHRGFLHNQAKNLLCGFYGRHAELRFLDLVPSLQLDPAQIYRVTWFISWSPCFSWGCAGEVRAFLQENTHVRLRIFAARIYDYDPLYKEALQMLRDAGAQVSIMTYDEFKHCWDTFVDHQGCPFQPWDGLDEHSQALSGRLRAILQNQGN
# mIAP inh: inhibitors of mouse IAP, primary screen, biochemical, luminescence, uHTS; purified mouse IAP, CDP-Star luminescence, 30 min; intestinal alkaline phosphatase [Mus musculus]; 0.2% of 330,000 active; AID 2806, 2010; inhibition, % at 10 µM;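 active = inhibition of at least 40% at 10 µM in the primary screen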;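 note: plate controls were DMSO with enzyme for no effect and no enzyme wells for full effect; values of inactives mirror those of a sister screen read the other way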
# hIAP act: human IAP activators, primary screen, biochemical, luminescence, uHTS | activation factor at 10 µM | 0.16% of 330,000 active | Intestinal-type alkaline phosphatase (Homo sapiens), P09923 | purified human IAP, CDP-Star luminescence, 30 min; stronger effect = higher value; 1 = vehicle-only enzyme, 0 = enzyme-free background;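 active = activation factor of the enzyme at least 2-fold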; note: the source names both 10 and 20 µM as test concentration; values of inactives mirror those of a sister screen read the other way
# Target sequence (P09923 whole entry, looked up): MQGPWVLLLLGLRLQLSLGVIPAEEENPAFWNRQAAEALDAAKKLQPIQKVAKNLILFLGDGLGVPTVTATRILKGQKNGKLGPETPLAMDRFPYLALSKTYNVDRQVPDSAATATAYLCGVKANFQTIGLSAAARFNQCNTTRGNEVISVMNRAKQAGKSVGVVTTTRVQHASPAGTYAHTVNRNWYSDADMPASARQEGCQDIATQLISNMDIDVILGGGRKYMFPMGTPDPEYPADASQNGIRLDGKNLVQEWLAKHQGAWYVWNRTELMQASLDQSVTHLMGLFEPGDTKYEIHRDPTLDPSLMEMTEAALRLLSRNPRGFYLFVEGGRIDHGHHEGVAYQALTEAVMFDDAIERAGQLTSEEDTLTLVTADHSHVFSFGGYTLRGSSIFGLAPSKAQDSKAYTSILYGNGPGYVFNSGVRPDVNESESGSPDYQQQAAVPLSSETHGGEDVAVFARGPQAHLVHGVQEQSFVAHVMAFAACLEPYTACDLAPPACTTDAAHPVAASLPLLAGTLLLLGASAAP
# MPTP inh: mitochondrial permeability transition pore inhibitors, primary screen, biochemical, isolated mouse mitochondria, absorbance | Ca2+ swelling absorbance, 30 min | inhibition, % at 10 µM | 1.4% of 360,000 active;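 active = inhibition of 50% or more, scaled per plate between neutral and stimulator controls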;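 note: 0% = DMSO wells given calcium and 100% = 1 mM EGTA wells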
# ATG4B inhibitor: ATG4B protease inhibitors, primary screen, biochemical, fluorescence, uHTS; 0.51% of 340,000 active; Cysteine protease ATG4B (Homo sapiens), Q9Y4P1; ATG4B cleavage of LC3-PLA2, NBD-HPC fluorescence, 1 h; inhibition, % at 8.33 µM; in the data active = inhibition above about 40%
# Target sequence (Q9Y4P1 whole entry, looked up): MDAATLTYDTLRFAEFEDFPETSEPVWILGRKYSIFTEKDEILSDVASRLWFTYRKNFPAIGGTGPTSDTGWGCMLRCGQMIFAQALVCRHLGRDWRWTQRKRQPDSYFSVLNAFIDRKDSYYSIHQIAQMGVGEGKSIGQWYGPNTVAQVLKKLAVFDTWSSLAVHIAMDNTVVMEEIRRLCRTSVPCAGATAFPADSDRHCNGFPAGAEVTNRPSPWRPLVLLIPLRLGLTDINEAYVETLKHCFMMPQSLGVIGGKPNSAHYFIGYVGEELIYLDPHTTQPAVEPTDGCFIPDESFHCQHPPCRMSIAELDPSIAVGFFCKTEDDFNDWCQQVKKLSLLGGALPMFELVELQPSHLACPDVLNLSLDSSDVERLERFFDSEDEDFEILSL
# hIAP inh: human IAP inhibitors, primary screen, biochemical, luminescence, uHTS; purified IAP, CDP-Star luminescence, 30 min; AID 2544, 2010; inhibition, % at 10 µM; 0.12% of 330,000 active;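 active = inhibition reaching a set limit with compound at 10 µM in the primary screen, cut at about 35% in these data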;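 note: plate controls were DMSO wells with enzyme for no effect and no-enzyme buffer wells for full effect; values of inactives mirror those of a sister screen read the other way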
# beta cell repl: inducers of MIN6 beta-cell proliferation, primary screen, ATP luminescence, uHTS; MIN6 cells proliferation, ATPlite luminescence, 48 h; cells starved in 0.2% serum; 100% = growth in 10% serum; proliferation, % at 10 µM; 0.29% of 330,000 active;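 active = compounds whose signal lies at least 3.5 SD above the mean of all wells on their plate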;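 note: 0% = DMSO-treated cells in low-serum medium and 100% = 10% serum control; some compounds called inactive have numbers as strong as hits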
# Active calls of the source: *; nt = no result given.
SMILES,mIAP activ,A3G deaminase,A3A deaminase,mIAP inh,hIAP act,MPTP inh,ATG4B inhibitor,hIAP inh,beta cell repl
Cc1cc(C)c(C#N)c(OCC(=O)Nc2ccccc2)n1,0.9,-8,-2,10,0.89,-0.1,-1,11,-2
CN(C)CCn1c2ccccc2c2nc3ccc([N+](=O)[O-])cc3cc21,0.9,7,30,10,1,-0.9,7,-4,-4
CC(=O)C1=C(O)C(=O)N(Cc2ccccc2)C1c1ccc(F)cc1 (centres undefined),1,-6,-4,-4,0.99,2.3,6,1,-2
O=C(O)c1cc(Br)ccc1NN=C1CCCCC1,0.92,0,-2,8,1,-11,50*,-2,0
CCCc1cc(=O)[nH]c(SCC(=O)Nc2nonc2C)n1,1.1,-8,2,-6,0.91,-0.5,-6,9,-2
CN1CCN(C(=O)c2ccc(NS(=O)(=O)c3cccc([N+](=O)[O-])c3)cc2)CC1,0.91,-10,-3,9,1.1,-1.0,-7,-11,0
CC(C)CC1NC(=O)c2ccccc2-n2c1nc1ccc(Cl)cc1c2=O (centres undefined),1,-4,0,-2,1,nt,nt,-1,3
Cc1cc(S(=O)(=O)N2CCOCC2)ccc1OCC(=O)N1CCC(C)CC1,1,-11,-5,-2,1,0.6,-6,-1,1
CCN(CC(O)CON=C1c2ccccc2-c2ccccc21)S(=O)(=O)c1ccc(C)cc1 (centres undefined),0.96,-2,0,4,0.93,8.1,-7,7,-4
O=C(Nc1cc(C(F)(F)F)ccc1-n1cnc2ccccc21)c1ccccc1,0.96,-2,-3,4,0.81,-4.0,1,19,0
COc1cccc(-c2[nH]nc3c2C(c2ccc(C)o2)C(C#N)=C(N)O3)c1 (centres undefined),0.81,-2,0,19,0.96,nt,-3,4,-3
CCN(CC(=O)NCc1cccs1)C(=O)/C=C/c1ccc(OC)c(OC)c1,1,-7,0,-2,0.98,-0.8,4,2,-1
O=C(Cn1nnc2ccccc21)OCC(=O)c1ccc(Cl)c(Cl)c1,1,0,41*,-4,1,-3.7,-1,-4,-3
CC1(C)Cc2cccc(OCC(=O)N3CCN(S(=O)(=O)c4ccc(F)cc4)CC3)c2O1,1.1,-5,-2,-6,1.1,0.0,-13,-12,0
COc1ccc([N+](=O)[O-])cc1NC(=O)CCc1ccccc1,0.98,0,-4,2,1.1,1.6,-4,-13,-1
CCN1CCN(C(=O)c2oc(=O)c3ccccc3c2-c2ccc(C)cc2)CC1,0.89,-6,0,11,0.9,-3.2,-1,10,-3
O=C(O)c1cc(N/N=C2/CC(c3ccccc3)Oc3ccccc32)ccc1Cl (centres undefined),1,-8,8,0,0.99,-3.1,49*,1,-3
O=C(CSc1nnc(-c2cccnc2)n1Cc1ccco1)NCc1ccc2c(c1)OCO2,0.92,-4,-1,8,0.9,0.7,-15,10,-3
CCn1ncc(Br)c1C(=O)Nc1ccc2c(c1)OCCO2,0.94,-2,4,6,1.1,-1.0,6,-8,-3
COc1ccccc1OCC(=O)NCC1CCCN(Cc2cnn(C(C)C)c2)C1 (centres undefined),0.94,-5,-7,6,1.2,-0.2,0,-21,1
Cc1ccc2nc(/C(C#N)=C\c3ccc(Oc4ccc(C(F)(F)F)cc4[N+](=O)[O-])cc3)[nH]c2c1,1.1,-4,-2,-10,0.86,99*,-2,14,-5
COc1ccc(/C=N/Nc2nonc2N)c(OC)c1,0.98,-4,3,2,1.1,0.0,0,-10,-1
CC(C)NC(=O)c1ccccc1NC(=O)Cc1ccc([N+](=O)[O-])cc1,0.95,1,2,5,0.9,-3.6,-4,10,1
CCC(NC(=O)Cc1c(C)c2c(cc(C)c3c(C)c(C)oc32)oc1=O)C(=O)O (centres undefined),0.84,-7,-5,16,1,0.8,-1,-2,3
CCc1nc(N2CCCC2C(=O)O)c2oc3ccccc3c2n1 (centres undefined),0.99,-4,-11,1,0.87,0.4,2,13,0

# Nothing new here: entries from further up.
SMILES,mIAP activ,A3G deaminase,A3A deaminase,mIAP inh,hIAP act,MPTP inh,ATG4B inhibitor,hIAP inh,beta cell repl
Cc1cc(C)c(C#N)c(OCC(=O)Nc2ccccc2)n1,0.9,-8,-2,10,0.89,-0.1,-1,11,-2
CN(C)CCn1c2ccccc2c2nc3ccc([N+](=O)[O-])cc3cc21,0.9,7,30,10,1,-0.9,7,-4,-4
CC(=O)C1=C(O)C(=O)N(Cc2ccccc2)C1c1ccc(F)cc1 (centres undefined),1,-6,-4,-4,0.99,2.3,6,1,-2
O=C(O)c1cc(Br)ccc1NN=C1CCCCC1,0.92,0,-2,8,1,-11,50*,-2,0
CCCc1cc(=O)[nH]c(SCC(=O)Nc2nonc2C)n1,1.1,-8,2,-6,0.91,-0.5,-6,9,-2

# More results.
SMILES,mIAP activ,A3G deaminase,A3A deaminase,mIAP inh,hIAP act,MPTP inh,ATG4B inhibitor,hIAP inh,beta cell repl
C/C(=N\N=C(/N)SC1CC(=O)N(c2cccc(Cl)c2)C1=O)c1cccs1 (centres undefined),0.91,-5,-2,10,1.1,1.8,12,-7,-4
Clc1cccc(OCCn2ccnc2)c1,1,-6,-4,0,1.1,-1.4,0,-9,3
CC1CCc2cc(F)ccc2N1C(=O)CSc1nnc(-c2cccs2)n1C (centres undefined),0.93,-8,-2,7,1,-0.3,-14,-2,4
CC(=O)Nc1ccc(OC(=O)c2cc3ccccc3oc2=O)cc1,0.95,-1,1,5,0.93,-5.8,0,7,3
COc1ccccc1N1CCN(C2CC(=O)N(C)C2=O)CC1 (centres undefined),0.94,-4,-5,6,1,0.4,-2,0,1
CCc1cccc(NC(=S)N(CCN(C)C)C(C)c2ccncc2)c1 (centres undefined),1,-7,-3,-3,0.89,0.1,-2,11,3
CC1(C)CC(=O)c2c(nc(SCC(=O)Nc3nsc(-c4ccccc4)n3)c(C#N)c2-c2ccccc2)C1,0.95,-3,-1,5,0.94,-4.4,-4,6,-4
O=C(Oc1ccccc1)N(c1ccccc1)c1ccccc1,0.89,-7,-2,11,0.99,2.2,2,1,-3
O=S1(=O)CCOCCCN1Cc1cccc(C(F)(F)F)c1,1,-8,-4,-1,0.9,-0.9,-1,10,-1
CSc1nc(Oc2ccc(F)cc2F)cc(C(F)(F)F)n1,1,-5,-6,-4,1,0.0,-13,-3,-2
COc1cc(NC(=O)c2ccc([N+](=O)[O-])cc2)c(OC)cc1NC(=O)CC(C)C,0.94,-10,-2,6,0.94,-1.6,-3,6,-4
CCCN(CCC)C(=O)CSc1nc2c(sc(=S)n2-c2ccc(OCC)cc2)c(=O)[nH]1,0.94,12,3,6,0.95,-1.5,7,4,-1
CCOc1ccc(-c2nnc(-c3ccccc3)n2-c2ccccc2)cc1,0.99,-7,-3,1,0.92,4.8,4,8,-2
CCN(CC)c1ccc(-c2c(C#N)c(N)nc(OC)c2C#N)cc1,1.5,-6,-5,-54,1.2,2.1,2,-19,-3
CC(OC(=O)c1ccccc1)C(=O)NCCC1=CCCCC1 (centres undefined),1,-6,-6,-4,1.1,0.8,1,-12,-1
Cc1cc(SCC(=O)N/N=C/c2ccc(O)cc2O)nc2ccccc12,0.92,3,1,8,0.69,68*,-2,32,-3
c1ccc(-n2ncc3c(NCc4ccccn4)ncnc32)cc1,1.1,3,2,-14,1.1,-0.2,-7,-6,2
Nc1nnc(SCCOc2ccc(Br)cc2)s1,0.99,3,3,1,1.1,0.0,6,-9,0
Cc1cccc(NC(=O)c2ccc(S(=O)(=O)NCc3cccnc3)cc2)c1C,0.99,-10,-5,1,1.1,-0.9,5,-9,1
COc1ccccc1NC(=O)N(Cc1ccco1)Cc1cc2cccc(C)c2[nH]c1=O,0.9,-2,-1,10,1.1,-8.1,-9,-13,3
CCCCC(CCC(=O)Nc1cc([N+](=O)[O-])ccc1O)C(=O)O (centres undefined),1.1,3,1,-6,1,-0.4,-3,-4,1
Cc1ccc(NC(=O)C2C(=O)N(CCO)C3(C)CC2c2ccccc2O3)cc1 (centres undefined),1.1,0,10,-13,0.95,-1.4,4,5,2
COc1ccccc1C(=O)Nc1cccc(C(=O)N2CCOCC2)c1,1,-1,-5,0,0.71,0.5,8,29,-3
CC(=O)c1sc(NS(=O)(=O)c2ccc(C)cc2)nc1-c1ccccc1,1,-4,-2,-2,1.2,-2.6,3,-16,-2
COc1cccc(CN2CCNC(=O)C2CC(=O)N(C)C2CCOCC2)c1OC (centres undefined),0.98,-9,-1,2,1.1,1.4,4,-9,3
# Additional compounds
SMILES,mIAP activ,A3G deaminase,A3A deaminase,mIAP inh,hIAP act,MPTP inh,ATG4B inhibitor,hIAP inh,beta cell repl
CC(=O)N1CCN(Cc2nc3cc(NC(=O)Cn4nc(C)c5ccccc5c4=O)ccc3n2C)CC1,1,-3,4,-1,1.1,0.2,4,-10,-2
Cc1cc(C(=O)N/N=C/c2ccc3ccccc3c2)n[nH]1,0.97,-7,-1,2,1.7,-0.9,1,-67,-5
NS(=O)(=O)c1ccc(NNC(=O)c2sccc2Cl)cc1,0.94,3,-3,6,0.97,2.0,2,3,-2
COc1cc(C)c(NC(=S)Nc2cccc(Cl)c2)cc1OC,0.99,-6,0,1,0.88,83*,31,12,-4
O=C(Cc1ccccc1)N1CCC(O)(c2cccnc2)CC1,1.1,-4,-1,-8,1.1,-1.1,-1,-6,0
O=c1c2cc(N3CCOCC3)ccc2[nH]c(=S)n1Cc1ccc(Cl)cc1,0.96,-3,7,4,1.1,4.8,10,-12,-5
CC(=O)c1ccc(NC(=O)c2cnn3ccccc23)cc1,0.89,5,0,11,0.98,0.2,-1,2,-1
Brc1cccc(-c2nnc3n2CCC3)c1,1.1,-2,0,-6,1.1,0.4,-1,-13,-3
CCCOc1ccc(C(=O)c2nc3c(n2O)CCCC3)cc1,1,-7,-3,-3,0.97,-1.7,-1,2,1
CC(=O)c1cccc(NC(=S)NC2CC2)c1,0.92,-1,2,8,1.1,-0.6,2,-5,-1
COc1cc(S(=O)(=O)N(Cc2ccccc2)CC2CCCO2)ccc1-n1cnnn1 (centres undefined),1,-11,-3,-1,0.95,-0.4,-1,5,-2
O=C(CN1C(=O)NC2(CCCCC2)C1=O)N1CCN(S(=O)(=O)c2ccc(F)c(F)c2F)CC1,0.98,-8,1,2,0.96,-2.0,-9,4,-2
Clc1ccc(CSc2snnc2-c2ccccc2)c(Cl)c1,0.86,-2,0,14,0.86,3.8,3,14,-3
O=C(NCc1ccccn1)c1cccc(S(=O)(=O)Nc2ccc(SC(F)F)cc2)c1,0.9,-10,-1,10,0.92,0.6,-7,8,-4
Cc1ccc(C(=O)C(C)OC(=O)C2CC(=O)N(C3CCCCC3)C2)cc1 (centres undefined),1,-5,1,-1,1,3.1,-4,-3,-3
COc1ccccc1NC(=O)c1ccc(NC(=O)CSc2ncn[nH]2)cc1,0.96,-7,-1,4,1.1,-3.0,1,-14,-3
Cc1ccccc1-n1nnnc1SCC(=O)c1c(N)n(C)c(=O)n(C)c1=O,1.1,2,10,-7,1.1,-0.5,-10,-9,-4
N=c1c2c(ncn1Cc1ccco1)Oc1ccc3ccccc3c1C2c1ccccc1 (centres undefined),1.5,0,4,-49,1,6.8,-2,-1,-6

# Screens from PubChem BioAssay.

# Compounds were not picked by outcome (roughly 3.3% active in at least one column).
